STK33 inh = human STK33 kinase inhibition; Q9BYT3; purified STK33, MBP phosphorylation, ADP-Glo luminescence; inhibition, % at 10 µM; 320,000 compounds, 0.073% hits; AID 2661;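 active = inhibition at or above 25%, using the most active replicate where run in duplicate; inactive = inhibition below 25%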
Target sequence (Q9BYT3 whole entry, looked up): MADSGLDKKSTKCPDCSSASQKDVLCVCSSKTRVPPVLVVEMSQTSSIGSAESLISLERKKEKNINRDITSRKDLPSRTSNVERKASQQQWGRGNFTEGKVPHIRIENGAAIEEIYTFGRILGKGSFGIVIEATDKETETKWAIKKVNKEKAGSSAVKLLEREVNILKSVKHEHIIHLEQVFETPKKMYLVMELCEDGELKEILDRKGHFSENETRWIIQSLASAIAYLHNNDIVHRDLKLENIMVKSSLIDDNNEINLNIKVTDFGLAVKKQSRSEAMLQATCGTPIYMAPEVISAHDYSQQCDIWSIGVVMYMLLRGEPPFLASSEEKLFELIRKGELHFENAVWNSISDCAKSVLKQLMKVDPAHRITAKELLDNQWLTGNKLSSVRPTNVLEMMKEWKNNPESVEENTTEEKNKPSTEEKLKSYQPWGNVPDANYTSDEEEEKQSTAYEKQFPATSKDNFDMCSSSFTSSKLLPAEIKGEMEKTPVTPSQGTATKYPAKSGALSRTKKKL
Kir21 inh = Kir2.1 (mouse) channel inhibition; HEK293-Kir2.1, FluxOR thallium flux fluorescence; active compounds read low; B-score at 10 µM; AID 1672; P35561; 310,000 compounds, 0.85% hits;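 active = fluorescence ratio B-score at or below minus 3 SD of library scores, with starting-brightness B-score within 2 SD, cut at about -4.2 in these data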;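 note: channel flux triggered by added potassium and thallium sulfate stimulus; B-score of peak minus minimum fluorescence over baseline after thallium stimulus; more negative B-score means stronger Kir2.1 block with less thallium influx; some compounds called inactive have numbers as strong as hits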
Target sequence (P35561 whole entry, looked up): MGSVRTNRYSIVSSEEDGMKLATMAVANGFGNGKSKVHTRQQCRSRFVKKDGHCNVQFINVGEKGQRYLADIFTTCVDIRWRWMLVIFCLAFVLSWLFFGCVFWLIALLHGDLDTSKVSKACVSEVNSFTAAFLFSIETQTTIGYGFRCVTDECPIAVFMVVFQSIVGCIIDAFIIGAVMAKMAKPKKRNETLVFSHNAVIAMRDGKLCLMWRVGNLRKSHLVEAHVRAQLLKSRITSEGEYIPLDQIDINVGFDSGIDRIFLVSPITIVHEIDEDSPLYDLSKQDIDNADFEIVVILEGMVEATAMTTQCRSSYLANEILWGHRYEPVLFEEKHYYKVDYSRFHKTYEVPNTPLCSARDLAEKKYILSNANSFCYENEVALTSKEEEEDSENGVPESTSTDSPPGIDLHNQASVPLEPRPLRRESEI
Starred values were filed as active, the others as inactive; nt = not tested or not shown.

SMILES | STK33 inh | Kir21 inh
O=C(O)c1sccc1Oc1ccc(NS(=O)(=O)c2cccc(F)c2)cc1 | -1.9 | 3.8
CC1CCc2sc3c(c2C1)c(=O)n(CC(=O)O)c(=O)n3Cc1ccc(Cl)cc1 (stereo not drawn) | -0.8 | -0.16
O=C(NC1CCSc2ccccc21)c1ccc(C(F)(F)F)cc1 (stereo not drawn) | -0.8 | -0.17
COc1ccc(N2C(=O)C3C(C2=O)C2C=CC3C23CC3)c(OC)c1 (stereo not drawn) | -0.2 | nt
COc1ccc(CNC(=O)CS(=O)Cc2nc(-c3ccc(C)cc3)oc2C)cc1 (stereo not drawn) | -0.5 | -0.4
Cc1ccc(CSCC(=O)N(C)CC(=O)Nc2c(Cl)cccc2Cl)cc1 | 0.5 | -0.79
CN(C)/C=C/c1onc(-c2ccccc2Cl)c1C#N | -0.4 | 1.1
CCNc1nc(SCc2ccccc2)nc(N2CCOCC2)n1 | -0.6 | nt
O=C(NC(=S)Nc1ccc(S(=O)(=O)Nc2nccs2)cc1)c1ccccc1F | 0.0 | -2
CCOc1ccc(C(C(=O)Nc2ccc(F)cc2)N(C(=O)Cn2nnc3ccccc32)C2CC2)cc1 (stereo not drawn) | 0.0 | 0.05
C=CCn1c(Cc2ccc(OC)cc2)nnc1SCC(=O)c1cccc([N+](=O)[O-])c1 | -0.5 | 0.76
Cc1ccc(S(=O)(=O)N/N=C\c2cn(CC(N)=O)c3ccccc23)cc1C | -5.0 | 0.14
O=C(O)c1cccc2c1C(=O)N(C1CCCCC1)C2 | -4.2 | 1.2
N#CCC(=O)N/N=C\c1ccccc1OC/C=C/c1ccccc1 | -0.2 | -0.42
O=C(CCCNS(=O)(=O)c1cccc2nsnc12)NCc1ccccc1 | -0.4 | 1.3
CCCCNc1ccc2nsnc2c1[N+](=O)[O-] | 0.3 | 1.7
COc1ccc(C(=O)n2nc(C)cc2C)cc1OC | -0.7 | -0.3
CC(C)Cn1c(N)c(C(=O)COC(=O)c2cc(-c3ccccc3)nc3ccccc23)c(=O)n(C)c1=O | -0.2 | 0.01
Cc1ccc2nsnc2c1S(=O)(=O)NCc1cccnc1 | -1.7 | 0.8
COc1cccc(CN2CCN(C3CCN(c4ccccc4F)CC3)CC2CCO)c1 (stereo not drawn) | -0.2 | 1.6
Fc1ccccc1OCCCCSc1ncccn1 | -1.7 | 1.2
CCOC(=O)N1CCC(N(CCN(C)C)C(=S)Nc2ccc(Oc3ccccc3)cc2)CC1 | nt | 0.38
CCCCN(C(=O)Cn1nnc2ccccc21)C(C(=O)NCCOC)c1ccc(OC)cc1OC (stereo not drawn) | -0.5 | 0.87
CCC(=O)N1c2ccc(S(=O)(=O)N(CCO)Cc3ccccc3)cc2CC1C (stereo not drawn) | -0.2 | -0.17
Cc1ccc(C(=O)N[C@H](C(=O)OCc2nnc(-c3ccccc3)o2)C(C)C)cc1 | -0.7 | -0.45
O=C(NCc1ccccn1)c1cc(-c2ccccc2)nc2ccccc12 | 0.4 | 0.44
COc1ccc(N/C=C/C(=O)c2ccc3c(c2)OCO3)cc1OC | 0.7 | -1.8
CC1CCN(C(=O)C2CC(c3ccc(F)cc3)=NO2)CC1 (stereo not drawn) | -0.6 | -0.55
Cc1cc(NC(=O)CSCC(=O)Nc2nc3ccc(F)cc3s2)no1 | 1.2 | nt
O=C(O)c1cc(NS(=O)(=O)c2ccc(N3CCCCC3)c([N+](=O)[O-])c2)cc(C(=O)O)c1 | -2.2 | -0.74
CCC(C)Sc1ccc(-c2nc3ccc(Cl)cn3c2NCc2ccccc2)cc1 (stereo not drawn) | 1.2 | nt
Cc1ccc(/C=N/NC(=O)c2ccc3c(c2)OCCO3)s1 | 0.9 | 1.8
NS(=O)(=O)c1ccc(CCNC(=O)C(=O)C2C(=O)Nc3ccccc32)cc1 (stereo not drawn) | -0.5 | 0.25
Cc1nn(C)cc1C(C)NC(=O)c1cc(COc2c(F)cccc2F)on1 (stereo not drawn) | -1.7 | 1.5
CCn1cnc2cc(NCc3cccs3)ccc21 | -0.2 | 0.1
Cc1csc(NC(=O)CS(=O)(=O)Cc2ccccc2)n1 | -0.8 | -1.1
NC1=NC(=O)/C(=C/c2ccc(OCC(=O)O)cc2)S1 | 4.1 | 2
CCOC(=O)C(=CNNc1c(C)csc1C(=O)OC)C(=O)OCC | -0.1 | -0.98
O=C(NNC(=O)c1ccco1)c1ccccc1 | 0.5 | -0.33
O=C(NNC(=O)c1sccc1-n1cccc1)Nc1ccccc1 | -1.0 | 2.2

Sorted by count of non-hydrogen atoms (rising): part of the list above
SMILES | STK33 inh | Kir21 inh
Fc1ccccc1OCCCCSc1ncccn1 | -1.7 | 1.2
CC1CCN(C(=O)C2CC(c3ccc(F)cc3)=NO2)CC1 (stereo not drawn) | -0.6 | -0.55
O=C(NNC(=O)c1sccc1-n1cccc1)Nc1ccccc1 | -1.0 | 2.2
Cc1cc(NC(=O)CSCC(=O)Nc2nc3ccc(F)cc3s2)no1 | 1.2 | nt
Cc1ccc(C(=O)N[C@H](C(=O)OCc2nnc(-c3ccccc3)o2)C(C)C)cc1 | -0.7 | -0.45
O=C(O)c1cc(NS(=O)(=O)c2ccc(N3CCCCC3)c([N+](=O)[O-])c2)cc(C(=O)O)c1 | -2.2 | -0.74

Further compounds:
SMILES | STK33 inh | Kir21 inh
COc1cccc(OC)c1CN(C)C(=O)c1cnccc1C(F)(F)F | -1.2 | -0.99
O=S(=O)(NCC(c1ccc2c(c1)OCO2)N1CCOCC1)c1ccc(F)cc1 (stereo not drawn) | nt | 1.6
Cc1ccc(C2CC(=O)N(c3ccc(F)cc3)C3=C2C(=O)CCC3)cc1 (stereo not drawn) | 0.9 | -0.21
CCc1cc2c(=O)n(CCCOC)c(SCC(=O)Nc3oc(C)c4c(C)n[nH]c(=O)c34)nc2s1 | -0.1 | 1.2
Cn1c(=O)c2c(nc(OCC3COC(C)(C)O3)n2Cc2ccccc2F)n(C)c1=O (stereo not drawn) | 0.7 | -1.8
Cc1ccc(C(=O)Nc2ncc([N+](=O)[O-])s2)cc1 | 0.2 | 0.97
O=C(CSc1nnc(-c2ccc(Br)cc2)o1)N1CCN(C(=O)c2ccco2)CC1 | -0.8 | 0.01
COC(=O)c1ccc(S(=O)(=O)N2CCc3ccccc32)cc1 | -1.4 | 1.2
CCN1CCC(=NNC(=O)c2ccc(C)c([N+](=O)[O-])c2)CC1 | -0.4 | 0.07
CCN(C(=O)c1cccc(S(=O)(=O)N(C)C)c1)C12CC3CC(CC(C3)C1)C2 | 0.3 | 0.59
COc1cc(C(=O)OCC(=O)c2cc(C)n(CC3CCCO3)c2C)ccc1OCC(=O)N1CCOCC1 (stereo not drawn) | -0.8 | 1.5
O=C(COc1ccc(Cl)cc1Cl)N(c1ccccn1)C1CCCCC1 | -1.3 | -2
O=C(Cn1ncc(Cl)c(Cl)c1=O)NC1CCS(=O)(=O)C1 (stereo not drawn) | -0.1 | -1.2
CN1CCC/C1=C/C=C1\SC(=S)NC1=O | -3.4 | nt
Cn1nnnc1SCC(=O)NCc1cccs1 | -5.5 | 1.1
O=C(CN1CCN(C/C=C/c2ccccc2)CC1)NC(=O)NC1CCCCC1 | -0.9 | 0.81
CC(NC(=O)c1ccccc1Cl)C1COc2ccccc2O1 (stereo not drawn) | 1.3 | 1.6
O=C(NNC(=O)c1ccccc1-n1cccc1)c1ccc(Cl)cc1Cl | -1.5 | 1.1
O=C(Nc1ccccc1Br)C(=O)N1CCCC1 | 0.1 | 0.66
Cc1ccc(Cl)cc1N1CCN(C(=O)c2ccc3nc[nH]c3c2)CC1 | -2.9 | -1.4
CC(=O)OC(COc1cccc(C)c1)Cn1cnc2ccccc21 (stereo not drawn) | 1.0 | -1.5
COc1cccc(C(=O)N2CCC(CCC(=O)Nc3cccc(C)c3)CC2)c1 | 0.2 | 0.64
Cc1ccccc1OCCCC(=O)Nc1nncs1 | -2.3 | -0.12
COc1cccc(CNC(=O)C2CCN(S(=O)(=O)N3CCC4(CC3)OCCO4)CC2)c1 | -0.1 | 0.47
CC(C)N(C(=O)CSc1nnc(NC2CC2)s1)c1ccccc1 | -0.7 | nt
CCN(CC)CCOc1nc(C)nc2c1oc1ccccc12 | nt | -0.94
CC(C)C[C@H](NC(=O)OC(C)(C)C)c1nnc(SCC(=O)Nc2ccc(Br)cc2)o1 | -0.8 | 0.04
O=C(Nc1ccc(S(=O)(=O)NCc2cccnc2)cc1)c1ccccc1Cl | -1.6 | 0.4
COc1ccc(OC)c(NC(=O)C2CCCCC2)c1 | -1.9 | -0.84
O=C(CSc1ncnc2sc3c(c12)CCC3)N1CCOCC1 | 1.0 | -0.82
NC(=O)c1c(NC(=O)CCCC(=O)O)sc2c1CCCCCC2 | -1.8 | 1
CCOc1ccc(NC(=O)c2c(N)n(C)c(=O)[nH]c2=O)cc1 | -0.1 | 1.7
CC(C(=O)NC1CC1)c1ncc(C(F)(F)F)cc1Cl (stereo not drawn) | -0.5 | 0.91
O=C(O)CN1C(=O)/C(=C\c2cc(Br)ccc2OCc2ccc([N+](=O)[O-])cc2)SC1=S | -1.9 | 0.11
CN1CCN(CCC(=O)Nc2cccc(F)c2)CC1 | -2.6 | -0.86
COC(=O)C1=C(C(=O)OC)[C@]2([C@H]3CCCCN[C@@H](Cc4ccccc4)C(=O)N3Cc3ccccc3)C=C[C@H]1O2 | 0.3 | nt
C=CCN(c1ccccc1Cl)S(=O)(=O)c1cc(C(=O)N2CCCC2)ccc1Cl | -2.7 | 1.6
Cc1ccc(OCCn2cnc3c2c(=O)n(C)c(=O)n3C)cc1 | 0.9 | 2.4
Cc1ccc2nc(/N=C(\N)NC(=O)NC3CCCCC3)nc(C)c2c1 | 0.1 | 0.82
COc1nnc(-c2ccc(C(=O)N3C[C@@H]4C[C@H](C3)c3cccc(=O)n3C4)cc2)c2ccccc12 | nt | -0.55
CC(C)C(=O)Nc1nc(-c2ccccc2)ns1 | 1.4 | 1.3
CCO/C(=C/c1sc2ccc(OC)cc2[n+]1CCCS(=O)(=O)[O-])CC | 0.5 | -1.4
CS(=O)(=O)N1CCN(C(=O)NC23CC4CC(CC(C4)C2)C3)CC1 | -0.7 | -0.24
COc1cc(OC)c(OC)cc1CN1CCN(Cc2ccc(C(F)(F)F)cc2)CC1 | -0.7 | 0.34
Cc1c(C)n(C)c2ccc(C(=O)NCCCN3CCN(c4ccc(F)cc4)CC3)cc12 | -0.9 | -4.2*
O=[N+]([O-])c1ccc(-c2cn(-c3ccccc3)c(=S)[nH]2)cc1 | -2.0 | 2.7
COC(=O)c1ccc(NC(=O)c2ccccc2C(=O)Nc2ccc(C(=O)OC)cc2)cc1 | -0.3 | -0.02
CC1CCN(C(=O)C2CCN(S(=O)(=O)c3cnc[nH]3)CC2)CC1 | -0.3 | 2.2
CSc1ncccc1C(=O)NCC12CC3CC(CC(C3)C1)C2 | -2.9 | -0.03
COC(=O)CC1=NN(c2ccc(OC)cc2)C(=O)C1 | 3.9 | -0.4
CCOc1cccc(-c2nn3c(-c4ccco4)nnc3s2)c1 | -0.3 | -0.09
Cc1sc2ncnc(SCC(=O)N3CCCC3=O)c2c1C | 0.7 | -0.44
COc1ccc(-n2nc3c(c2NC(=O)c2ccc(Br)o2)CS(=O)(=O)C3)cc1 | -1.9 | -1.4
O=C1C(Nc2ccccc2)=C/C(=N/S(=O)(=O)c2cccs2)c2ccccc21 | 1.9 | -0.32
CCOc1ccc(S(=O)(=O)N2CCC(C(=O)NCc3ccccn3)CC2)cc1 | 0.0 | 0.89
O=C(NCc1ccc(-c2csnn2)cc1)c1cccs1 | -1.2 | -0.47
Cc1ccc(S(=O)(=O)N2CCOCC2)cc1C(=O)OCC(=O)NCc1ccc2c(c1)OCO2 | 0.3 | nt
CC(NC(=O)c1ccc(N(C)C)cc1)C(c1cccs1)N1CCN(C)CC1 (stereo not drawn) | -1.0 | -0.85
O=S(=O)(c1ccccc1Oc1ccc(Cl)cc1Cl)N1CCCCC1 | -0.6 | 0.49
COc1ccc(C(=O)NC2CC2)cc1OC1CCN(Cc2ccccc2O)CC1 | -0.9 | -0.09

Laid out differently: 5 of the compounds above
Structure,STK33 inh,Kir21 inh
O=[N+]([O-])c1ccc(-c2cn(-c3ccccc3)c(=S)[nH]2)cc1,-2.0,2.7
COC(=O)c1ccc(NC(=O)c2ccccc2C(=O)Nc2ccc(C(=O)OC)cc2)cc1,-0.3,-0.02
CC1CCN(C(=O)C2CCN(S(=O)(=O)c3cnc[nH]3)CC2)CC1,-0.3,2.2
CSc1ncccc1C(=O)NCC12CC3CC(CC(C3)C1)C2,-2.9,-0.03
COC(=O)CC1=NN(c2ccc(OC)cc2)C(=O)C1,3.9,-0.4

Further records
SMILES | STK33 inh | Kir21 inh
COc1ccccc1NC(=O)CN1CCN(CC(=O)Nc2ccc(OC)c(OC)c2)CC1 | 1.4 | -1.6
Cc1cccc(-n2nnc(C(=O)NCc3ccccc3Cl)c2N)c1 | -2.2 | 0.01
CC(=O)OCC1OC(OCc2cn(C[C@H]3CC[C@@H]([C@@H]4CC[C@H](Cn5cc(COC6OC(COC(C)=O)C(OC(C)=O)C(OC(C)=O)C6OC(C)=O)nn5)O4)O3)nn2)C(OC(C)=O)C(OC(C)=O)C1OC(C)=O (stereo partly drawn) | -0.7 | -0.97
Cc1cc(C)n(C(=O)CCCC(=O)n2nc(C)cc2C)n1 | -0.6 | -0.22
COc1ccc(-c2noc(N3CCC(C(=O)NCc4ccccc4Cl)CC3)n2)cc1 | -0.3 | -0.64
CC(=O)Nc1nc2ccccc2n1Cc1ccccc1Cl | -1.4 | 1.1
O=C(CS(=O)(=O)c1ccc(Br)cc1)N1CCOCC1 | -0.8 | 0.05
CCN(CCC(=O)Nc1cc([N+](=O)[O-])ccc1OC)Cc1ccccc1 | -1.5 | -2.2

Source: PubChem BioAssay (several laboratories)
